NCOA3 inh – inhibits human SRC3 coactivator; HEK293 GAL4-SRC3 luciferase reporter, luminescence; inhibition, % at 3.6 µM; hit rate 0.17% among 360,000; AID 588352;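 active = inhibition above a per-campaign cutoff, the mean of all compounds plus 3 SD, cut at about 60% in these data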;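 also: 0% = DMSO-treated cells and 100% = gossypol-treated cells at 36 µM; higher means less SRC3-driven luciferase light from the GAL4 reporter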
SRC2 inh – human SRC2 (NCOA2) inhibition. Q15596. HEK293 GAL4-SRC2 luciferase reporter, luminescence. inhibition, % at 9 µM. hit rate 0.17% among 370,000. AID 651957;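 active = inhibition above the mean inhibition of all tested compounds plus 3 SD, set per campaign, cut at about 52% in these data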;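 also: 0% = DMSO treated cells and 100% = cells given Gossypol at 36 µM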
NOD2-RIPK2 inh – NOD2-RIPK2 protein interaction inhibition | O43353 | CHO BLA complementation NOD2-RIPK2, CCF4 ratio | inhibition, % at 4.98 µM | hit rate 0.38% among 360,000 | AID 624267; in the data active = inhibition above about 21%;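 also: 0% = vehicle only and 100% = reference blocker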
Vif inh – blocks HIV Vif function. inhibition, % at 7.49 µM. HEK293T cells, Vif self-association by quenched fluorescence, imaging, 24 h. hit rate 0.35% among 340,000; in the data active = inhibition above about 50%, passing the limit was not always enough; inconclusive = no clear call, values can overlap the other calls; inactive = below about 31%; also: some results filed as inactive read as strong as hits
NCOA1 inh – human NCOA1 inhibition | HEK293 GAL4-SRC1 luciferase reporter, luminescence | inhibition, % at 3.6 µM | AID 588354 | hit rate 0.12% among 360,000 | Q15788;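 active = inhibition above the campaign mean plus 3 SD, with each screening campaign given its own cutoff, cut at about 60% in these data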;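 also: 0% = DMSO treated cells and 100% = gossypol at 36 µM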
LRH-1 inv ag – NR5A2 inverse agonism in reporter assay; O00482; HEK293T StAR-luciferase reporter, LRH-1 transfected, 24 h; inhibition, % at 3.6 µM; hit rate 0.13% among 360,000; AID 602396;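 active = inhibition above the mean inhibition of all tested compounds plus 3 SD, cut at about 73% in these data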;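 also: 0% = DMSO wells and 100% = reporter-only cells lacking LRH-1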
COUP-TFII inh – NR2F2 (human) inhibition, primary screen | P24468 | HEK293T NGFI-A luciferase reporter, luminescence | inhibition, % at 8.6 µM | hit rate 0.7% among 370,000;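 active = inhibition above a per-plate cutoff, mean inhibition of test wells between control levels plus 3 SD, cut at about 38% in these data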;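 also: cells cotransfected with COUP-TFII expression vector driving the NGFI-A reporter; 0% = median of COUP-TF2 test wells and 100% = reporter-only cells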
C8 TRAIL sens – caspase-8 TRAIL sensitization. AID 624354. NB7+C8 cells + TRAIL, ATPlite viability luminescence. inhibition (viability loss, TRAIL sensitization), % at 10 µM. hit rate 1% among 360,000;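 active = compounds causing at least 50% loss of cell viability in the single-dose screen, relative to plate controls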
TLR9-MyD88 block – TLR9-MyD88 interaction inhibition; Q9NR96+Q99836; AID 504734; inhibition, % at 4.98 µM; CHO BLA complementation TLR9-MyD88, CCF4 FRET ratio; hit rate 0.21% among 340,000;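 active = inhibition above the mean over all tested compounds plus 3 SD, cut at about 21% in these data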;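 also: 0% = DMSO only wells and 100% = clavulanate BLA inhibitor control wells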
Target sequence (Q99836 whole entry, looked up): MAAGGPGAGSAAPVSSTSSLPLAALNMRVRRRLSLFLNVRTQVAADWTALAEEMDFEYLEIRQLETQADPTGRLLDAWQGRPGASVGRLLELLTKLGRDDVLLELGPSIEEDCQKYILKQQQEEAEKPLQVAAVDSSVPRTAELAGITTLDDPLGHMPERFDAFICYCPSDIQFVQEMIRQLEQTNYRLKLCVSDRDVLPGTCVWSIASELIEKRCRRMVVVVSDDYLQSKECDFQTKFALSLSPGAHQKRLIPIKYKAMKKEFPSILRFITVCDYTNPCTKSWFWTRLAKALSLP
Target sequence (Q9NR96 whole entry, looked up): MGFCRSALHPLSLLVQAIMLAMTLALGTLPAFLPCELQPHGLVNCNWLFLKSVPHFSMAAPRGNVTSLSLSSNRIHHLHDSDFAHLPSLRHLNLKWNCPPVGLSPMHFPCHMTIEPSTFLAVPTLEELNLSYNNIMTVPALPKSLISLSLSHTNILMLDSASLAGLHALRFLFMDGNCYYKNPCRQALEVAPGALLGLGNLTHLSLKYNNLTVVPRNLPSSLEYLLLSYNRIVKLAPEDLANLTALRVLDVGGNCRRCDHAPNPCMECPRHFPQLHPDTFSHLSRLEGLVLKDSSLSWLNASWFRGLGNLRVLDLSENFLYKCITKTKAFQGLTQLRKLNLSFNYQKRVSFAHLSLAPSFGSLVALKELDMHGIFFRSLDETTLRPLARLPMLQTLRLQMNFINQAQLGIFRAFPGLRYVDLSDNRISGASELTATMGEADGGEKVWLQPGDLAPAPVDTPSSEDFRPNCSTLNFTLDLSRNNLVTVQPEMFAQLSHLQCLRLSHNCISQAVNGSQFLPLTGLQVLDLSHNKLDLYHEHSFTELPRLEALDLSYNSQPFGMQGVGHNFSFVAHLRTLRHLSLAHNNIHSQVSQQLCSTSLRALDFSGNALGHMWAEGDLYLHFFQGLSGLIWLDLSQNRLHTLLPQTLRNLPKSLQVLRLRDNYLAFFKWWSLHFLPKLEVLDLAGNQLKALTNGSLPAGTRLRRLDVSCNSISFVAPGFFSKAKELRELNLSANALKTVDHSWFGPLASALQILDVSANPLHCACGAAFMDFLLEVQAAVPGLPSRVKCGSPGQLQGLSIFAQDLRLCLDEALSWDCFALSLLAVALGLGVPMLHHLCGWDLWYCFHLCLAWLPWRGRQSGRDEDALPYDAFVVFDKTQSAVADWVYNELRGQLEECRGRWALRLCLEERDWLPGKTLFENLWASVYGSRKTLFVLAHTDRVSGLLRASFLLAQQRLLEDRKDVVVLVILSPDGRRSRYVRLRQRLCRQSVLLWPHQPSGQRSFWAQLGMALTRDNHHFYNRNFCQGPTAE
LMP1 NFkB inh – Epstein-Barr LMP1 NF-kappaB reporter inhibition. LMP1-induced NF-kappaB luciferase reporter cells, luminescence. inhibition, % at 12.5 µM. hit rate 0.69% among 350,000; in the data active = inhibition above about 41%; inconclusive = no clear call, values can overlap the other calls;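 also: 0% = neutral control wells and 100% = reference inhibitor control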
TROY NFkB inh – TROY signaling inhibition; Q293 LMP1-TROYcd NF-kB luciferase reporter, 4 h; inhibition, % at 10 µM; hit rate 0.98% among 360,000; AID 1347056;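 active = compounds whose plate-normalised and pattern-corrected inhibition of the luciferase reporter signal at the single screening dose is 50% or more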
The depositor's hits bear a star; ? = inconclusive; . = no result given. The list is partial, so the mix of outcomes need not match the whole.

#1 CN(C)S(=O)(=O)c1cccc(C(=O)Nc2cccnc2)c1
#2 O=c1c2ccccc2sn1-c1ccc(S(=O)(=O)N2CCCCC2)cc1
#3 COc1ccc2nc(NC(=O)c3ccccc3O)sc2c1
#4 CC[C@]12c3[nH]c4ccccc4c3CCN1C(=O)C(CC(=O)NCCc1ccccn1)C[C@@H]2C(=O)N1CCN(C(=O)c2ccco2)CC1 (stereo partly drawn)
#5 Cc1ccc(NC(=O)CCC(=O)OCC(=O)c2ccc(Oc3ccc([N+](=O)[O-])cc3)cc2)cc1C
#6 CSc1ccc(CN(C)C(=O)c2cc(=O)[nH]c3ccccc23)cc1
#7 CC(C)[C@H](NC(=O)c1ccccc1Cl)C(=O)OCc1cc(=O)n2cc(Br)ccc2n1
#8 CCOc1ccc(CCN2C(=S)N([C@@H](CC(C)C)CN3CCC[C@@H]3CN3C(=S)NC[C@@H]3CC(C)C)C[C@@H]2CC(C)C)cc1
assay / compound,1,2,3,4,5,6,7,8
NCOA3 inh,8,1,-131,-3,8,-3,0,7
SRC2 inh,-10,16,-77,-26,6,8,1,-2
NOD2-RIPK2 inh,-4,1,1,-6,-2,-13,-2,-13
Vif inh,0,.,-9,-5,1,21,8,22
NCOA1 inh,0,2,-78,-11,-5,7,4,26
LRH-1 inv ag,-1,4,-122,17,2,11,11,-2
COUP-TFII inh,6,-5,-19,3,-14,-12,17,18
C8 TRAIL sens,-12,-4,78*,-11,1,-8,-1,-15
TLR9-MyD88 block,-1,1,8,6,5,-11,0,.
LMP1 NFkB inh,-6,-2,-2,-3,-2,3,-21,.
TROY NFkB inh,3,-11,7,-7,21,-7,0,-6

#9 CCn1cc(CN2CCCC(CO)(Cc3ccc(F)cc3)C2)c2ccccc21 (stereo not drawn)
#10 COc1ccc(/C(C)=N\Nc2nc(-c3ccccc3)cc(=O)[nH]2)cc1
#11 COc1ccc(NC(=O)N(C)C[C@H]2Oc3c(NC(=O)Cc4ccccc4)cccc3C(=O)N([C@H](C)CO)C[C@@H]2C)cc1
#12 Cc1cc(C(=O)CSc2nnc(-c3ccco3)o2)c(C)n1-c1ccc2c(c1)OCCO2
#13 CCCC(=O)Nc1ccc(S(=O)(=O)Nc2cc(C)nc(C)n2)cc1
#14 CC(=O)C1=C(O)C(=O)N(c2ccc(S(=O)(=O)Nc3nccs3)cc2)C1c1ccc(F)cc1 (stereo not drawn)
#15 O=C(CN1N=C(c2ccccc2)CCC1=O)NCc1cccs1
#16 O=C(c1ccco1)N1CCN(Cc2c(Cl)cccc2Cl)CC1
assay / compound,9,10,11,12,13,14,15,16
NCOA3 inh,-4,29,-4,-12,3,9,-13,-79
SRC2 inh,-10,-1,-3,16,2,8,12,-27
NOD2-RIPK2 inh,-8,-20,-2,-2,4,-4,-8,8
Vif inh,3,-4,10,14,.,-9,-14,4
NCOA1 inh,-1,-6,3,-29,-4,7,10,-83
LRH-1 inv ag,0,-19,-13,-7,-8,3,-2,-99
COUP-TFII inh,3,-29,-12,4,4,9,16,-15
C8 TRAIL sens,-6,20,-12,3,-11,20,-4,-1
TLR9-MyD88 block,-7,1,1,0,-1,3,5,-1
LMP1 NFkB inh,9,4,1,14,8,-5,11,-10
TROY NFkB inh,-2,-16,-15,15,-5,4,2,-45

#17 C/C(CC1CC(C)(C)OC1=O)=N\NC(N)=S (stereo not drawn)
#18 CCc1nc2c(OCCC3CCCCC3)cccn2c1N(C)C(=O)c1ccco1
#19 C=CCNC(=S)NCc1ccccc1OC
#20 O=C(N/C(=C\c1ccccc1)C(=O)N1CCOCC1)c1ccccc1Br
#21 O=C(COc1ccc(Cl)c2cccnc12)N1CCOCC1
#22 CCOC(=O)/C(=N\Nc1ccccc1Cl)N(C)C1CCS(=O)(=O)C1 (stereo not drawn)
#23 Clc1ccc(/C=N/Nc2nc(Cl)nc3ccccc23)cc1
#24 c1ccc2oc(NC3=NCN(C4CCCCC4)CN3)nc2c1
assay / compound,17,18,19,20,21,22,23,24
NCOA3 inh,9,5,12,1,-10,14,-67,-34
SRC2 inh,-39,13,-2,-14,7,14,-52,3
NOD2-RIPK2 inh,-7,4,6,-7,0,3,-2,-17
Vif inh,-1,3,-1,-5,-1,3,2,-2
NCOA1 inh,-15,12,-4,8,4,6,-75,0
LRH-1 inv ag,12,-12,9,5,-6,1,-84,-22
COUP-TFII inh,-11,6,14,6,-1,0,-40,-28
C8 TRAIL sens,2,4,-2,-6,-6,-12,11,3
TLR9-MyD88 block,.,.,11,17,-5,-1,-5,.
LMP1 NFkB inh,.,.,-4,11,1,-12,-26,.
TROY NFkB inh,3,9,-14,9,-10,4,-58,-1

#25 COC(=O)[C@@]12CCCCN1[C@H](c1ccc(-c3ccc(F)cc3)cc1)[C@@H]1C(=O)N(C)C(=O)[C@@H]12
#26 Cc1ccc(Cl)c(NC(=O)COC(=O)CNS(=O)(=O)/C=C/c2ccccc2)c1Cl
#27 Cn1nc(C(F)(F)F)c(-c2ccc(Br)cc2)c1NC(=O)C1CCC1C(=O)O (stereo not drawn)
#28 COc1ccccc1C(OC(=O)c1ccco1)C(=O)NCc1ccc(F)cc1 (stereo not drawn)
#29 C=CCc1cccc2cc(C(=O)NCc3cccnc3)c(=O)oc12
#30 CCC(CNc1cc(OC)cc2cccnc12)NC1CCCCC1 (stereo not drawn)
#31 COc1cc(-c2cnc3c(NC(C)=O)cc(-c4ccccc4CN(C)C)cn23)cc(OC)c1OC
#32 C/C(=N/NC(=O)c1cc(C2CC2)[nH]n1)c1cccs1
assay / compound,25,26,27,28,29,30,31,32
NCOA3 inh,-3,12,6,-32,7,7,-1,-46
SRC2 inh,0,6,3,-5,-3,-10,-51,-25
NOD2-RIPK2 inh,-5,-4,-5,6,2,-5,0,-12
Vif inh,-2,-1,4,-1,-2,4,?,6
NCOA1 inh,-9,0,10,-7,7,-16,0,-73
LRH-1 inv ag,-26,-5,16,-12,5,39,5,-154
COUP-TFII inh,18,0,5,-12,14,-21,-44,-49
C8 TRAIL sens,13,-4,2,-19,9,26,-8,67*
TLR9-MyD88 block,-4,8,.,-1,-6,-7,.,-7
LMP1 NFkB inh,1,5,-2,5,-13,5,.,60*
TROY NFkB inh,6,4,-10,-12,7,22,5,2

Arranged by molar mass (falling): part of the list above
#31 COc1cc(-c2cnc3c(NC(C)=O)cc(-c4ccccc4CN(C)C)cn23)cc(OC)c1OC
#26 Cc1ccc(Cl)c(NC(=O)COC(=O)CNS(=O)(=O)/C=C/c2ccccc2)c1Cl
#30 CCC(CNc1cc(OC)cc2cccnc12)NC1CCCCC1 (stereo not drawn)
#29 C=CCc1cccc2cc(C(=O)NCc3cccnc3)c(=O)oc12
#32 C/C(=N/NC(=O)c1cc(C2CC2)[nH]n1)c1cccs1
assay / compound,31,26,30,29,32
NCOA3 inh,-1,12,7,7,-46
SRC2 inh,-51,6,-10,-3,-25
NOD2-RIPK2 inh,0,-4,-5,2,-12
Vif inh,?,-1,4,-2,6
NCOA1 inh,0,0,-16,7,-73
LRH-1 inv ag,5,-5,39,5,-154
COUP-TFII inh,-44,0,-21,14,-49
C8 TRAIL sens,-8,-4,26,9,67*
TLR9-MyD88 block,.,8,-7,-6,-7
LMP1 NFkB inh,.,5,5,-13,60*
TROY NFkB inh,5,4,22,7,2

Next section.
#33 Cc1ccc2c(c1)N(CCC(=O)NCC1CCCO1)C(=O)CO2 (stereo not drawn)
#34 COc1ccccc1OCCNC(=O)c1cc(F)c(F)cc1Cl
#35 CC1C(=O)CCN(C(C)(C)C)C1C (stereo not drawn)
#36 CCOC(=O)C1CCN(C(=O)CSc2ccc(Br)cc2)CC1
#37 COc1ccc(CSc2nnc(CNS(C)(=O)=O)o2)cc1
#38 O=C(NCCC(F)(F)F)C1Cc2c(-c3cccc(F)c3)ccnc2O1 (stereo not drawn)
#39 COc1ccc(C2CC(=O)Oc3c2c(=O)n(C)c2ccccc32)c(OC)c1OC (stereo not drawn)
#40 CC(C)(C)OC(=O)N1CCC(C(=O)Nc2cccc(C(=O)NCc3ccccc3)c2)CC1
assay / compound,33,34,35,36,37,38,39,40
NCOA3 inh,-12,-34,-7,8,-4,-4,13,-6
SRC2 inh,-30,-22,9,15,-41,-17,8,20
NOD2-RIPK2 inh,-9,1,-5,-6,3,-4,-6,5
Vif inh,5,-4,-4,-7,0,-2,1,.
NCOA1 inh,0,-4,-5,-39,-18,-2,1,20
LRH-1 inv ag,12,-3,-2,-1,6,-28,-7,0
COUP-TFII inh,-1,0,-2,5,2,3,6,12
C8 TRAIL sens,-1,-2,-8,1,3,-3,-2,19
TLR9-MyD88 block,-4,-4,4,1,3,.,4,7
LMP1 NFkB inh,-19,-9,0,7,-3,.,-5,-16
TROY NFkB inh,-10,-24,2,11,-43,-12,5,15

#41 CC1=C(C(=O)Nc2ccccc2)C(c2cccnc2)n2ncnc2N1 (stereo not drawn)
#42 NC(=O)CCC(NC(=O)c1ccc(Cl)cc1)C(=O)O (stereo not drawn)
#43 CCn1c(SCC(=O)NC2CCCC2)nnc1-c1cccnc1
#44 Fc1c(F)c(F)c(N=Cc2ccc3ncccc3c2)c(F)c1F
#45 O=C(C[n+]1ccc(/C=N/O)cc1)N1CCCCC1
#46 O=c1c2ccccc2ncn1-c1ccc(Br)cc1[N+](=O)[O-]
#47 CCOc1ccc(CCNC(=O)CN2C(=O)c3cccnc3Oc3ccc(C)cc32)cc1OCC
#48 Oc1c(CN2CCOCC2)ccc(CN2CCOCC2)c1O
assay / compound,41,42,43,44,45,46,47,48
NCOA3 inh,-4,13,-2,8,3,17,-5,-9
SRC2 inh,15,-12,15,-12,3,-3,2,7
NOD2-RIPK2 inh,0,-8,6,-5,2,-16,6,0
Vif inh,-3,11,15,-3,15,3,12,9
NCOA1 inh,-7,11,-17,-6,10,8,-1,-4
LRH-1 inv ag,8,-6,-3,12,13,-8,15,-4
COUP-TFII inh,12,-28,14,-7,-21,-9,10,-7
C8 TRAIL sens,2,-3,17,-6,-9,-4,20,6
TLR9-MyD88 block,6,-11,7,-5,2,7,-1,-3
LMP1 NFkB inh,-2,7,3,3,-11,-13,3,3
TROY NFkB inh,4,-3,-7,0,9,11,-7,2

#49 Cc1ccc(S(=O)(=O)NC(=O)c2cc(C)n(-c3cc(S(=O)(=O)N4CCOCC4)ccc3N3CCCC3)c2C)cc1
#50 O=C1NC(CCc2ccccc2)C(=O)N1Cc1ccccc1Cl (stereo not drawn)
#51 Cc1nn(C)c(Oc2cccc(Cl)c2)c1C=O
#52 O=C(NCCc1cccs1)C1CC(c2ccc([N+](=O)[O-])cc2)=NO1 (stereo not drawn)
assay / compound,49,50,51,52
NCOA3 inh,4,16,1,-77
SRC2 inh,-20,13,0,-56
NOD2-RIPK2 inh,5,6,-10,-2
Vif inh,0,-12,-17,-4
NCOA1 inh,4,-13,-8,-77
LRH-1 inv ag,11,-4,1,-75
COUP-TFII inh,8,0,9,-12
C8 TRAIL sens,-4,0,-1,6
TLR9-MyD88 block,-2,2,13,-10
LMP1 NFkB inh,-3,6,-1,-17
TROY NFkB inh,2,2,-2,-39

Source: PubChem BioAssay
